Screens (PubChem)
p53 reactivator = qHTS assay for re-activators of p53 using a Luc reporter | H1299 p53-A138V BP100-luciferase reporter, luminescence, 24 h | Potency, µM (titrated, usually from 92.2 µM), inactives show top-dose activity change, positive = activation, hits mostly activators | 320,000 compounds, 0.063% hits | AID 504706, 2011; further: % of control where 0% means no effect; nearly all actives have a fitted effect of over 45% in size
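p53-null H1299 cells stably carrying temperature-sensitive p53-A138V and a BP100-luciferase reporter were pinned with compounds (4-point, 1:5 series) and held 24 hrs at 37 deg C. Luminescence was read 10 min after detection reagent.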
FLuc modulator = qHTS profiling assay for firefly luciferase inhibitor/activator using purifed enzyme and Km concentrations of substrates (counterscreen for miR-21 project); Potency, µM (series often up to 57.5 µM), for the others: at the top dose activity change, negative = inhibition, most hits filed as inhibitors; AID 588342, 2011; purified FLuc, Km substrates, luminescence inhibition; 360,000 compounds, 6.9% hits; Luciferin 4-monooxygenase (Photinus pyralis), P08659;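 further: plate controls were vehicle for no effect and reference inhibitor for full effect; nearly all actives have a fitted effect of over 55% in size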
Target sequence (P08659 whole entry, looked up): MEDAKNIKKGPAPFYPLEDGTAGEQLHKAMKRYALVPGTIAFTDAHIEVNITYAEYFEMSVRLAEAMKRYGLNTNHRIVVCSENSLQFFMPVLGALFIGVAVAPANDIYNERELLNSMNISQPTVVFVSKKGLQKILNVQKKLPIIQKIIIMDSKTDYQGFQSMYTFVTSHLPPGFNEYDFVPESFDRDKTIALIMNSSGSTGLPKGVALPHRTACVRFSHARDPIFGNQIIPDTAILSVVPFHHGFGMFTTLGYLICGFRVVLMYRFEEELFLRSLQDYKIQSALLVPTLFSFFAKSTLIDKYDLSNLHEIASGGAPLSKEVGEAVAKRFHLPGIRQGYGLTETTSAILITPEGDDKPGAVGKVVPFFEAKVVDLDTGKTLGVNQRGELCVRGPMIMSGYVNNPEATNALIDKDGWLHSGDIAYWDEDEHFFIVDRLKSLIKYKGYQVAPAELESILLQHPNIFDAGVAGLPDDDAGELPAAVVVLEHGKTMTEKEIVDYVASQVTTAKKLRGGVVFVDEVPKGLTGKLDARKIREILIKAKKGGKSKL
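Purified P. pyralis luciferase (10nM final) with 10uM D-luciferin and 10uM ATP (Km levels) in 50mM Tris acetate pH 7.5, 10mM Mg acetate, 0.01% Tween-20, 0.05% BSA; qHTS 6-point titration, ~60 µM downward; luminescence read.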
uPA surface inh = qHTS for Inhibitors of Cell Surface uPA Generation; cell surface uPA generation assay, qHTS; 330,000 compounds, 0.31% hits; AID 540303, 2011; Potency, µM (titrated, usually from 38.3 µM), for the others: top-dose activity change, negative = inhibition, most hits filed as inhibitors; active means well fitted inhibition curve with a large enough effect; inconclusive means small, poorly fitted or top-dose-only effect; inactive means no such curve, though single readings can be large or run the other way; tested in mouse RAW 264.7 cells; further: on the % scale 0 is the no-effect control and ±100 the full control effect; nearly all actives have a fitted effect of over 55% in size
NPC1 promoter act = qHTS Assay for NPC1 Promoter Activators. Potency, µM (top dose mostly 9.22 µM), without a hit: top-dose activation, hits mostly activators. 320,000 compounds, 2.4% hits. AID 485313, 2010. Huh7 NPC1 promoter luciferase reporter, 24 h;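 further: % of control where 0% means no effect; nearly all actives have a fitted effect of over 60% in size; reporter is driven by a mutant NPC1 promoter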
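Huh7 cells stably carrying NPC1 promoter–luciferase, plated in Opti-MEM with 10% FBS for 2 h, were exposed to compound in DMSO for 24 h at 37 °C; luciferase reagent was added for 10 min and luminescence read.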
Rab9 promoter act = qHTS Assay for Rab9 Promoter Activators | Huh7 Rab9 promoter-luciferase reporter, luminescence, 24 h | Potency, µM (series often up to 9.22 µM), inactives show at the highest dose activation, negative = inhibition, usual class: activators | 320,000 compounds, 2.8% hits; further: % of control where 0% means no effect; nearly all actives have a fitted effect of over 60% in size
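Huh7 cells stably carrying Rab9 promoter–luciferase reporter, plated 1500 cells/well, compound added after 2 h and incubated 24 h at 37 °C; luciferase luminescence then read after 10 min with detection reagent.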
BRCA1 expr up = qHTS Assay to Identify Small Molecule Activators of BRCA1 Expression | 380,000 compounds, 1.1% hits | Potency, µM (series often up to 46.1 µM), without a hit: top-dose activation, hits mostly activators | MCF7-BRCA1-FFLuc reporter, luminescence, 48 h; response scale: scaled: vehicle 0%, 10 µM genistein 100%; further: nearly all actives have a fitted effect of over 80% in size; some results filed as inactive show a strong effect at the top dose
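MCF7-BRCA1-FFLuc cells, 2000/well in phenol-red-free MEM, attached 2 h then treated 48 h at 37 C. Luciferase luminescence read 15 min after reagent; normalized to genistein maximum activation (10microM) and DMSO, concentration-response fitted.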
Gal4-VP16 FLuc = VP16 counterscreen qHTS for inhibitors of ROR gamma transcriptional activity. Potency, µM (doses to about 53.6 µM), for the others: at the highest dose activity, negative = inhibition, hits mostly inhibitors. Drosophila S2 Gal4-VP16 UAS-luciferase, luminescence, 20 h. 310,000 compounds, 3.5% hits;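 further: Gal4-VP16 expression switched on by copper sulfate through the metallothionein promoter; on the % scale 0 is the no-effect control and ±100 the full control effect; nearly all actives have a fitted effect of over 50% in size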
RORg inh = qHTS for inhibitors of ROR gamma transcriptional activity; Nuclear receptor ROR-gamma (Mus musculus), P51450; Drosophila S2 Gal4-RORgamma UAS-luciferase reporter, 20 h; Potency, µM (titrated, usually from 53.6 µM), for the others: at the top dose activity change, negative = inhibition, hits mostly inhibitors; 310,000 compounds, 5.4% hits; further: on the % scale 0 is the no-effect control and ±100 the full control effect; nearly all actives have a fitted effect of over 60% in size
Target sequence (P51450 whole entry, looked up, the tested form may be a part): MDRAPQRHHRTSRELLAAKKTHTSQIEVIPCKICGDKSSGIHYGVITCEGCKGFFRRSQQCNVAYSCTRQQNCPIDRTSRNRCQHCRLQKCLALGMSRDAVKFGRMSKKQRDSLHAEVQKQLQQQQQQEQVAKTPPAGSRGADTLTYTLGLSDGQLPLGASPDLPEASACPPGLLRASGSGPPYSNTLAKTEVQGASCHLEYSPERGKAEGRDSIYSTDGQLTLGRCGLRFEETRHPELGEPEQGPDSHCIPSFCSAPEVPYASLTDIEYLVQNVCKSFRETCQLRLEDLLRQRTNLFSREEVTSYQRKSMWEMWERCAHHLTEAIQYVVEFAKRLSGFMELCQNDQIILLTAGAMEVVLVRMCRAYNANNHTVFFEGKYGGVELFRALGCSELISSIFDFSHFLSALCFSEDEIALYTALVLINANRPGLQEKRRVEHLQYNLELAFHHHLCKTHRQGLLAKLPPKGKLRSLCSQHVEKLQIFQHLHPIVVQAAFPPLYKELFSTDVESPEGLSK
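Using a luciferase readout, inhibitors were identified by reduced reporter activity in Drosophila cells coexpressing a copper-inducible Gal4–ROR gamma fusion and UAS-driven Photinus luciferase, incubated 20 hr after 700 uM copper sulfate.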
ELG1 genotox = qHTS screen for small molecules that induce genotoxicity in human embryonic kidney (HEK293T) cells expressing luciferase-tagged ELG1; HEK293T ELG1-luciferase reporter, luminescence, 16 h; Potency, µM (highest dose often 46 µM), inactives show at the highest dose activity change, positive = activation, most hits filed as activators; 330,000 compounds, 1.3% hits; AID 504466, 2011; further: % of control where 0% means no effect; nearly all actives have a fitted effect of over 60% in size
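DMSO vehicle served as control against compound-treated ELG1-luciferase HEK293T cells; exposure lasted 16 hr at 37 °C and 5% CO2, followed by ONE-Glo luminescence detection after 30 min.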
MBNL1 CUG block = qHTS Assay for Inhibitors of MBNL1-poly(CUG) RNA binding | Muscleblind-like protein 1 (Homo sapiens), Q9NR56 | Potency, µM (doses to about 57.5 µM), inactives show at the top dose activity change, negative = inhibition, hits mostly inhibitors | 280,000 compounds, 0.036% hits | TR-FRET MBNL1-His/biotin-(CUG)12 binding, 665/545 ratio | AID 2675, 2010; active means well fitted inhibition curve with a large enough effect in the signal ratio, with a control signal flat, not every such curve was filed as active; inconclusive means small, poorly fitted or top-dose-only effect, or effect the other way, or a change in a side signal; inactive means no such curve, though single readings can be large or run the other way; the % refers to the signal ratio; further: on the % scale 0 is the no-effect control and ±100 the full control effect
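MBNL1-His + Biotin-(CUG)12, cpd titration 92 nM–58 uM; Tb anti-His Ab 0.055 ng/ul, SA-XL665 5 nM (final); 60 min RT; ratiometric 665/545 nm, Ex 340 nm; normalized to buffer and full-complex controls.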
An asterisk follows results filed as active; ? = inconclusive; nt = no result given; [ ] = dose if it differs, or a comment. Unless noted, the call rests on the fitted dose curve; in most records, active means well fitted curve in the direction sought with a large enough effect; inconclusive means small, poorly fitted or top-dose-only effect, or another doubt; inactive means no such curve, though single readings can be large; an effect the other way counts as inactive or inconclusive. Potency means the concentration at half of the fitted maximal effect.

SMILES | p53 reactivator | FLuc modulator | uPA surface inh | NPC1 promoter act | Rab9 promoter act | BRCA1 expr up | Gal4-VP16 FLuc | RORg inh | ELG1 genotox | MBNL1 CUG block
CN(C)/C=N/c1sc2c(c1C#N)CCCC2 | -1% | ? | -6% | 22% | 26% | ? | 0% | 3% | 15% | ?
O=C(Nc1sc2c(c1-c1nc3ccccc3[nH]1)CCCC2)C1CCCC1 | ? | ? | 11% | 6% | 8% | -50% | -10% | 10µM* | 1% | 16%
CCC(C(=O)OCC(=O)Nc1ccc2[nH]c(=O)[nH]c2c1)c1ccccc1 (stereo not given) | -1% | -1% | 13% | 1% | -5% | -14% | nt | nt | -2% | nt
Cn1c(CC(=O)Nc2ccccc2F)nnc1SCC(=O)NC1=NCCS1 | 2% | -2% | 1% | 0% | 3% | 1% | -1% | -14% | 1% | 1%
COC(=O)c1cc(OC)c(OC)cc1NC(=S)Nc1cc(Cl)ccc1OC | -7% | 1% | -3% | 1% | -1% | -1% | 1.4µM* | 1.3µM* | 5% | -10%
CN(C)C1=NCCN1CCCC1CCCCC1 | -5% | -3% | -63% | -1% | -7% | 0% | nt | nt | -5% | nt
COc1ccccc1N1CCN(C(=S)Nc2cccc(C)c2)CC1 | -3% | -8% | -9% | 2% | -9% | -22% | 20µM* | 5µM* | 14% | -8%
CN1CCC(=NNC(=O)CN(c2cccc(Br)c2)S(C)(=O)=O)CC1 | 2% | -5% | 4% | -4% | -2% | 1% | -6% | -30% | 1% | -8%
Cc1ccc(-n2nc3cc(C)c(NC(=S)NC(=O)/C=C/c4ccco4)cc3n2)cc1 | ? | 11µM* | -3% | -3% | -9% | 15% | 5µM* | 2.2µM* | 8.2µM* | 23%
Cc1ncoc1C(=O)N1CCCC(C(=O)c2ccc(-c3ccccc3)c(F)c2)C1 (stereo not given) | -4% | -11% | -8% | -5% | -2% | -19% | -1% | ? | -9% | ?
CCNc1nc(-c2ccc(OC(F)F)cc2)c(C)s1 | ? | ? | -1% | 12% | ? | 53% | -56% | 11µM* | 12% | 0%
O=C(Nc1cc(Cl)ccc1-n1cncn1)C1CC1 | 0% | 3% | -10% | 1% | 3% | -6% | nt | nt | -11% | nt
Cc1nc2nc(C)n(-c3ccccc3)c2s1 | ? | -12% | -5% | 0% | 6% | 4% | 8% | -7% | 2% | 3%
O=C1Nc2ccc([N+](=O)[O-])cc2C1(O)N1CCCCCC1 (stereo not given) | 8% | 0% | -6% | -2% | 2% | -4% | ? | -4% | 0% | ?
CC1CN(CCCCSc2ccc(Cl)cc2)CC(C)O1 (stereo not given) | nt | 0% | -12% | 1% | 8% | -13% | 1% | -7%[1.91 µM] | -8% | -6%
O=C(CC(=O)c1cc(Cl)ccc1O)c1ccccc1 | -1% | ? | -29% | ? | ? | -60% | 11µM* | ? | ? | -2%
Cc1cc(C)cc(NC(=O)c2cccc(N3C(=O)C4C5C=CC(C5)C4C3=O)c2)c1 (stereo not given) | nt | -4% | 1% | -2% | 6% | 7% | nt | nt | 0% | -4%
COc1ccc(C(=O)N2CCC(O)(c3ccc(Cl)cc3)CC2)cc1OC | -2% | 0% | 19% | -2% | 3% | 1% | 9% | ? | 0% | -3%
COc1ccc(N(C)C(=O)c2ccc3snnc3c2)cc1 | 8% | -7% | 13% | 1% | 4% | 7% | -3% | 10% | 6% | 2%
O=C(CCN1C(=O)C2C3CCC(C3)C2C1=O)Nc1ccccc1C(F)(F)F (stereo not given) | 12% | 1% | 12% | -2% | 0% | 44% | 7% | -1% | 0% | -3%

Reprinted at random: 6 records from the list, in no set order.
SMILES | p53 reactivator | FLuc modulator | uPA surface inh | NPC1 promoter act | Rab9 promoter act | BRCA1 expr up | Gal4-VP16 FLuc | RORg inh | ELG1 genotox | MBNL1 CUG block
COc1ccc(N(C)C(=O)c2ccc3snnc3c2)cc1 | 8% | -7% | 13% | 1% | 4% | 7% | -3% | 10% | 6% | 2%
Cn1c(CC(=O)Nc2ccccc2F)nnc1SCC(=O)NC1=NCCS1 | 2% | -2% | 1% | 0% | 3% | 1% | -1% | -14% | 1% | 1%
Cc1cc(C)cc(NC(=O)c2cccc(N3C(=O)C4C5C=CC(C5)C4C3=O)c2)c1 (stereo not given) | nt | -4% | 1% | -2% | 6% | 7% | nt | nt | 0% | -4%
Cc1ncoc1C(=O)N1CCCC(C(=O)c2ccc(-c3ccccc3)c(F)c2)C1 (stereo not given) | -4% | -11% | -8% | -5% | -2% | -19% | -1% | ? | -9% | ?
CN(C)/C=N/c1sc2c(c1C#N)CCCC2 | -1% | ? | -6% | 22% | 26% | ? | 0% | 3% | 15% | ?
O=C1Nc2ccc([N+](=O)[O-])cc2C1(O)N1CCCCCC1 (stereo not given) | 8% | 0% | -6% | -2% | 2% | -4% | ? | -4% | 0% | ?

Later entries:
SMILES | p53 reactivator | FLuc modulator | uPA surface inh | NPC1 promoter act | Rab9 promoter act | BRCA1 expr up | Gal4-VP16 FLuc | RORg inh | ELG1 genotox | MBNL1 CUG block
Cc1nnc(SCC(=O)c2ccc([N+](=O)[O-])cc2)s1 | -2% | -4% | 0% | 0% | 5% | 0% | -2% | ? | 1% | ?
CCOc1ccc(C(=O)NCC(=O)N2CC=C(c3ccccc3)CC2)cc1OCC | -1% | 2% | 1% | 0% | -7% | 2% | nt | nt | -11% | nt
O=C(NCC(=O)N(c1ccc(F)cc1)C(C(=O)NC1CCCC1)c1ccncc1)c1ccco1 (stereo not given) | -1% | 1% | 1% | -7% | 0% | -5% | 3% | 7% | 0% | -3%
CN(C)c1ccc(C(=O)Nc2ccc(CN3CCS(=O)(=O)CC3)cc2)cc1 | 7% | 13µM* | -25% | 23% | 28% | 72% | 2% | 5% | 8% | 4%
O=C(COC(=O)Cn1cnc2ccccc21)Nc1cc(S(=O)(=O)N2CCOCC2)ccc1Cl | -1% | -1% | 1% | -2% | -2% | -6% | 0% | 54% | 0% | 1%
Cc1ccccc1OC1C(=O)N(CC2CCCO2)C1c1ccc2c(c1)OCO2 (stereo not given) | -6% | 0% | 4% | 6% | 0% | -3% | ? | ? | -7% | -1%
O=C(c1cccs1)N(C(=O)c1cccs1)c1ccc(Br)cn1 | ? | ? | -7% | ? | 1.6µM* | ? | -5% | 17% | 2.1µM* | -2%
COc1ccc(CNC(=O)CN(Cc2ccccc2)S(=O)(=O)c2ccc(Cl)cc2)cc1 | 5% | 8% | nt | 0% | 1% | -55% | -11% | 6% | -9% | -2%
Cn1nccc1C(=O)NCCN1C(=O)OC(C)(C)C1(C)O (stereo not given) | 6% | 0% | nt | -3% | ? | -1% | -7% | 17% | -6% | 11%
CCOC(=O)C1(CC2CC2)CCN(Cc2cc(Cl)c(O)c(OC)c2)CC1 | 2% | -1% | 2% | 1% | -8% | 0% | 4% | -3% | -3% | -29%
O=C(O)C1=C[C@@H](c2coc3ccccc3c2=O)C[C@@H](OCc2ccc(CO)cc2)O1 | -1% | -1% | 7% | -7% | -2% | -2% | -3% | -16% | 7% | -4%
C=CCn1c(N)cc(=O)nc1SCC(=O)Nc1ccccc1 | 0% | 5% | 5% | 15% | 2% | 0% | -2% | -10% | -1% | 3%
Cn1cccc1C(=O)NC(=O)COC(=O)c1ccc(O)cc1 | 0% | -13% | -2% | -28% | 9% | 12% | -2% | 22% | 7% | -6%
Cc1ccc(CN2CC(C(=O)N3CCN(S(=O)(=O)c4ccccc4)CC3)CC2=O)cc1 (stereo not given) | -3% | -1% | -5% | 0% | -1% | 0% | nt | nt | -3% | nt
COC(=O)CCCC(=O)Nc1c(F)c(F)c(F)c(F)c1F | -3% | 2% | -3% | 1% | 4% | 10% | 3% | -7% | -2% | 0%
OCC1(Cc2ccccc2)CCN(Cc2ccc(C(F)(F)F)cc2)CC1 | 5% | 6% | -1% | 0% | -13% | -7% | 3% | 2% | -6% | -2%
Cc1cc(C(=O)OCC(=O)c2c(N)n(C)c(=O)n(C)c2=O)c(C)o1 | 2% | -5% | 0% | -2% | -3% | 14% | 10% | 1% | 5% | -2%
CN(Cc1ccccc1)C(=O)C1CCN(S(C)(=O)=O)CC1 | 1% | 1% | 2% | -1% | -5% | -19% | 7% | -2% | 2% | 0%
O=C1CC2(CCN(C(=O)c3ccccc3F)CC2)Oc2ccccc21 | -6% | 1% | -3% | 0% | -5% | -17% | nt | nt | -1% | nt
